Screening data (PubChem BioAssay)
SNCA expr inhib – Primary qHTS assay for inhibitors of alpha-synuclein gene (SNCA) expression; HEK-293 SNCA-luciferase knock-in, luminescence, 24 h; Potency, µM (top dose mostly 57.2 µM), without a hit: at the highest dose activity change, negative = inhibition, most hits filed as inhibitors; actives 0.17% (n = 140,000);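 note: potency is the fitted concentration of half-maximal effect; plate controls were DMSO cells for no effect and cell-free wells for full effect; nearly all actives have a fitted effect of over 45% in size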
HEK293 viab – GF-AFC viability counterscreen for inhibitors of alpha-synuclein gene (SNCA) expression; actives 0.12% (n = 150,000); Potency, µM (highest dose often 57.1 µM), for inactives: top-dose activity change, negative = cytotoxicity, actives largely listed as cytotoxic; AID 1671193, 2021; HEK-293-SNCA-luc viability, GF-AFC fluorescence, 24 h;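 note: potency is the fitted concentration of half-maximal effect; 0% = DMSO-treated cells and -100% = medium-only wells without cells; nearly all actives have a fitted effect of over 30% in size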
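HEK-293-SNCA-luc cells (1500/well) plated 24 h, then exposed 24 h to a dilution series; GF-AFC added 30 min at 37C, fluorescence 405/540 nm; normalised to medium-only and DMSO wells, Hill fit.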
FLuc inh – Firefly luciferase inhibition profiling of diverse chemical library using quantitative high-throughput screening; actives 2.5% (n = 76,000); Potency, µM (highest dose often 115 µM), inactives show at the highest dose activity change, negative = inhibition, actives largely listed as inhibitors; purified P. pyralis luciferase, luminescence, biochemical; Luciferin 4-monooxygenase (Photinus pyralis), P08659; note: potency is the fitted concentration of half-maximal effect; nearly all actives have a fitted effect of over 65% in size
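Cell-free enzyme assay, 10nM P. pyralis luciferase, luciferin and ATP each at 10uM. Inhibition profiled over a 6-point titration, read as luminescence.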
IP6K1 inh – Primary qHTS assay for small molecule inhibitors of Inositol hexaphosphate kinase 1 (IP6K1); Inositol hexakisphosphate kinase 1 (Homo sapiens), Q92551; IP6K1 kinase, ADP-Glo luminescence, 2 h; stronger effect = lower value; activity change, % (series mostly up to about 58 µM); actives 0.81% (n = 140,000); AID 1645851, 2021; in the data active = activity change below about -25%
Target sequence (Q92551 whole entry, looked up): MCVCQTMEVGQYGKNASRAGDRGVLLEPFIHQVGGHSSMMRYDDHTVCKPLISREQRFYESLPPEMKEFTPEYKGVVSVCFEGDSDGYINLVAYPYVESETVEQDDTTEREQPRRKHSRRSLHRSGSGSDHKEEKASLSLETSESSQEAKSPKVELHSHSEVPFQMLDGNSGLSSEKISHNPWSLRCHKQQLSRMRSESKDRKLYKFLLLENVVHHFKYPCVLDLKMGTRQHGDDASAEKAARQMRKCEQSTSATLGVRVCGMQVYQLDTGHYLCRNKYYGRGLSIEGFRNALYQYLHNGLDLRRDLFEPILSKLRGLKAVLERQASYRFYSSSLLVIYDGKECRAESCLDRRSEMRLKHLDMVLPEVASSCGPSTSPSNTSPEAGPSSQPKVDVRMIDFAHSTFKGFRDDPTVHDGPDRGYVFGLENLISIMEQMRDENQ
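ADP-Glo luminescence measures ADP made by human IP6K1 during a 2 h RT reaction with ATP/IP6 (mix at 1.3 mM/130 uM); top library doses 57.5 and 19.1 uM final.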
3T3 cytotox – Cytotoxic Profiling in NIH 3T3 Cell Line of Diverse Libraries Using Quantitative High-Throughput Screening | NIH 3T3 viability, CellTiter-Glo ATP luminescence, 48-72 h | Potency, µM (highest dose often 96.7 µM), inactives show top-dose activity change, negative = cytotoxicity, most hits filed as inhibitors | actives 4.3% (n = 94,000); note: potency is the fitted concentration of half-maximal effect; nearly all actives have a fitted effect of over 55% in size
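Luminescent ATP readout (CellTiter-Glo, 10 min RT) after 48 or 72 hr compound exposure of NIH 3T3 cells seeded at 400 cells/well in 1536-well format; quantitative HTS.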
GPT2 inhibitor – Primary qHTS assay for inhibitors of Glutamate pyruvate transaminase 2 (GPT2). Potency, µM (series often up to 57.7 µM), without a hit: at the highest dose activity change, negative = inhibition, hits mostly inhibitors. Alanine aminotransferase 2 (Homo sapiens), Q8TD30. Recombinant GPT2, coupled pyruvate oxidase/HRP Amplex Red fluorescence. actives 0.25% (n = 100,000); note: potency is the fitted concentration of half-maximal effect; nearly all actives have a fitted effect of over 60% in size; many of its hits are not listed in these tables
Target sequence (Q8TD30 whole entry, looked up): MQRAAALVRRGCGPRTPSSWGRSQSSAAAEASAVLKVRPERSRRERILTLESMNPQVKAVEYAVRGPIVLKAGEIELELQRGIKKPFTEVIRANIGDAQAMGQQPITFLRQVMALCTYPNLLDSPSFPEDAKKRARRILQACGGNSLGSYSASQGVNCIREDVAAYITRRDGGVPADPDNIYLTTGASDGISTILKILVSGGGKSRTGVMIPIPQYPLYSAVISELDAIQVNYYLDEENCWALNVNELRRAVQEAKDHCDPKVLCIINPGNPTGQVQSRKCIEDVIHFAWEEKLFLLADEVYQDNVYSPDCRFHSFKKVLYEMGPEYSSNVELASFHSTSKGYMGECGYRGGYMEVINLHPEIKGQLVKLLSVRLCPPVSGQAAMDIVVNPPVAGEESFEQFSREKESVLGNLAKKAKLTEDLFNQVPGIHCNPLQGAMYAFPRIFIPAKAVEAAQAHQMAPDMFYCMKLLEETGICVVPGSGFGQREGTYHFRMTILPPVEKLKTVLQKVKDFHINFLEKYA
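Recombinant GPT2 (10ng/uL) with 250uM a-KG and 2mM L-alanine, 30 min at room temperature, in HEPES pH 7.5 buffer. Pyruvate detected by pyruvate oxidase/HRP/Amplex Red fluorescence after 30 min in the dark; AOA (50uM) as positive control.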
HEK cytotox – Cytotoxic Profiling in HEK 293 Cell Line of Diverse Libraries Using Quantitative High-Throughput Screening. HEK 293 viability, ATP luminescence (CellTiter-Glo), 48-72 h. Potency, µM (titrated, usually from 115 µM), for the others: at the top dose activity change, negative = cytotoxicity, usual class: inhibitors. actives 6.6% (n = 94,000). AID 1345083, 2018; note: potency is the fitted concentration of half-maximal effect; nearly all actives have a fitted effect of over 60% in size
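Pintool-delivered compounds were incubated with HEK 293 cells (250 cells/well) at 37 degree Celsius for 48 or 72 hr. ATP-dependent luminescence (CellTiter-Glo) then reported remaining viable cells.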
* marks the source's active call; other numbers are inactive results; i = inactive; ? = inconclusive; . = no result given; [ ] = another dose, or the depositor's remark. Unless noted, calls come from the whole dose curve; as a rule, active = well fitted curve in the direction sought with a large enough effect; inconclusive = small, poorly fitted or top-dose-only effect, or another doubt; inactive = no such curve, though single readings can be large; an effect the other way counts as inactive or inconclusive. Unless noted, % is set by controls: 0 for no effect and ±100 for the full control effect. Some of the compounds tested; count on the stated rates, not on these rows.

molecule | HEK cytotox | GPT2 inhibitor | HEK293 viab | 3T3 cytotox | SNCA expr inhib | IP6K1 inh | FLuc inh
Cc1noc(C)c1[S+](=O)([O-])N1CCCN(c2ccc3nnc(C4CC4)n3n2)CC1 | ? | . | . | ? | . | 13 | .
CCn1c(CC2C(=O)N(C)c3ccc(Br)cc32)nc2ccccc2c1=O (configuration not stated) | . | . | 8% | . | 41%[activator] | 3 | .
CCn1cc(C(=O)N2CCN(c3cccc(C(F)(F)F)c3)CC2)c2cc(OC)c(OC)cc2c1=O | . | . | -13% | . | ? | 41 | .
O=C(c1ccc(F)cc1)N1CCC[C@H]1c1nc(-c2ccccc2Cl)no1 | ? | i | -15% | -14% | 30%[activator] | -4 | ?
CCC1CN(C(=O)NCc2ccc(C)cc2)c2cc(Cl)ccc2O1 (configuration not stated) | . | . | -9% | . | ? | -1 | .
Cc1cc(=O)n(CC(=O)NCCC(C)C)c2c1c(C)nn2C | . | . | -2% | . | 36%[activator] | 30 | .
Cc1ccc(C(=O)N(C)Cc2ccccc2C(F)(F)F)cc1 | ? | -6%[88.5 µM] | 15%[87.6 µM] | -24%[138 µM] | 51%[activator][87.6 µM] | -5 | -19%[172 µM]
Cc1cc(OCC(=O)NCC2(N3CCOCC3)CCCCC2)ccc1Cl | . | . | 9% | . | ? | 7 | .
Cc1ccc(CN2CCC(c3nnc(CN(C)C)n3C3CC3)CC2)o1 | -1% | -17% | -8% | -14% | -12% | 1 | 3%
CCOC(=O)c1c(Nc2cc(C)cc(C)c2)nnc(-c2ccccc2)c1-c1ccccc1 | . | . | -2% | . | ? | 18 | .
COc1cccc(NC(=O)C2(C)CCc3cnc(NCc4ccccc4)nc32)c1 (configuration not stated) | 71µM* | -10%[88.5 µM] | -19%[87.6 µM] | ? | -10%[87.6 µM] | 24 | 1%[172 µM]
CCC[S+](=O)([O-])NC1CCN(C(=O)N2CC3CC(C2)[C@H]2CCCC(=O)N2C3)CC1 (some centres not stated) | -2% | i | 14% | i | 1% | 20 | 4%
O=C(c1ccc(Cl)cc1)N1CCOC(CN(C(=O)c2ccc(F)cc2)C2CCCC2)C1 (configuration not stated) | 45µM* | i | -5% | ? | 7% | -3 | -5%
C=CCn1nc(C(=O)N2CCOCC2)c2c1CCC(NCc1c(OC)ccc3ccccc13)C2 (configuration not stated) | 11% | -10% | -17% | i | -14% | 13 | 3%
CC(O)(C#Cc1ccc2c(c1)N(c1nc(N)ncc1Cl)CC2)c1nccs1 (configuration not stated) | . | 3% | -19% | . | -28% | -3 | .
O=C(c1cccc(F)c1)N1CCCC(Cc2nc(C3CCOCC3)no2)C1 (configuration not stated) | -11% | i | -7% | -20% | 10% | -1 | -6%
CCn1nccc1C(=O)N1CCC(Cc2noc(C3CC3)n2)C1 (configuration not stated) | -30% | i | 6% | ? | 14% | -8 | .
CCCCOc1cccc(C(=O)N(Cc2ccc(C)o2)c2ccccn2)c1 | . | . | 14% | . | ? | 20 | .
O=C(NC1CC1)c1ccc2nnc(-c3cncc(Cl)c3)n2c1 | 2%[172 µM] | 4%[88.5 µM] | 0%[87.6 µM] | 0%[138 µM] | -8%[87.6 µM] | 7 | .
COc1cccc(C(=O)N2CCC(Cc3noc(-c4ccccc4)n3)C2)c1 (configuration not stated) | ? | -2% | 5% | ? | 4% | 14 | .
COC1C(=O)N(C2CCN(S(=O)(=O)Cc3ccccc3)CC2)C12CCOCC2 (configuration not stated) | i | i | 4% | -8% | 0% | -12 | -1%
CNC(=O)c1cc(C2CC2)nc2onc(C3CCCN(C(=O)N(C)C)C3)c12 (configuration not stated) | i | . | . | ? | . | -10 | .
COc1ccc(-c2noc([C@@H]3C[C@@H](O)CN3Cc3ccc(S(C)(=O)=O)cc3)n2)cc1 | -19%[172 µM] | 1%[88.5 µM] | -9%[87.6 µM] | -16%[174 µM] | 142%[activator][87.6 µM] | -4 | -26%[172 µM]
O=C(CCc1nc2ccccc2s1)N1CCC(N2CC3CC(C2)[C@H]2CCCC(=O)N2C3)CC1 (some centres not stated) | 0% | i | 9% | i | -16% | 12 | -3%
Cn1ncc2c(C(=O)N3CCOCC3)cc(-c3cccc(F)c3)nc21 | ? | . | . | ? | . | 23 | .
FC(F)(F)c1ccccc1-n1ccnc1 | . | -12% | -2% | . | 8% | 29 | .
O=C(CC1(O)C(=O)N(Cc2ccccc2)c2ccc(Br)cc21)c1ccccc1 (configuration not stated) | . | . | -21% | . | -6% | 6 | .
CC(C)c1nc2c(c(-c3ccc(O)cc3)n1)CN(C(=O)C1CCCC1)CC2 | ? | 1% | 9% | ? | -4% | -3 | -2%
Cc1ccc2cc(CCC(=O)NCCN3CCN(C)CC3)c(=O)[nH]c2c1 | -2% | 2% | 5% | 4% | 30%[activator] | 33 | 6%
Fc1ccc(NC(=S)N[C@H]2CO[C@H]3[C@@H]2OC[C@@H]3n2nnnc2-c2ccc3c(c2)OCO3)cc1 | ? | -2% | -5% | -21% | -1% | 9 | -2%
COc1ccc2c(c1)c(=O)c(S(=O)(=O)c1ccc(Cl)cc1)cn2C | . | . | 9% | . | 26% | 32 | .
COCc1cc(=O)n(CC(=O)Nc2ccc(Cl)cc2)c(N2CCOCC2)n1 | -24% | 3% | -9% | -24% | ? | 20 | -2%
c1csc(-c2nc3nccc(-c4ccsc4)n3n2)c1 | ? | i | 8% | ? | 11% | 8 | -10%
Fc1ccc(Cc2nc3nccc(-c4ccccc4)n3n2)cc1 | ? | -5% | 5% | ? | 24% | -3 | ?
CCS(=O)(=O)N1CCC(Cc2ccc(C(N)=O)cc2)CC1 | 2% | 5% | -8% | -11% | 17% | 9 | 5%
Cc1ccc(CN(Cc2ccco2)c2cnc(S(C)(=O)=O)nc2C(=O)Nc2ccc(Br)cc2)o1 | . | . | 27% | . | -11% | -27* | .
O=C(CC(c1ccccc1)c1cccc(Cl)c1)NC1CCC(O)CC1 (configuration not stated) | ? | -12% | 2% | ? | 4% | 1 | -3%
CCn1c(C)c(C)c2cc(C(=O)N3CCN(c4ccccc4)CC3)ccc21 | . | . | 8% | . | 6% | 3 | .
C1=C/COCc2cc(ccc2OCCN2CCCC2)Nc2nccc(n2)-c2cccc(c2)COC/1 | . | ? | 9.5µM* | . | . | -14 | .
CC(C)c1nc(-c2ccc(OC3CCN(C(=O)Cc4c[nH]c5ccccc45)C3)cc2)no1 (configuration not stated) | ? | 3% | -21% | ? | -7% | 13 | 0%
O=C(N[C@@H]1CN(Cc2cccc(OC(F)(F)F)c2)CC[C@@H]1CO)c1ccccc1 | ? | -7% | 3%[12.5 µM] | ? | -19% | 1 | 8%
Cc1oc(-c2cccc(Cl)c2)nc1CN1CCN(S(N)(=O)=O)CC1 | -27% | 2%[11.5 µM] | -15% | -9% | 43%[activator] | 2 | ?
O=C(NCc1nnc2n1C(C(=O)NCCc1ccc(Cl)cc1)CC2)C1CC1 (configuration not stated) | i | -9% | -3% | i | 2% | 1 | .
CCN(CC)CCNC(=O)c1c(C)oc2ncnc(N3CCOCC3)c12 | . | . | 5% | . | 6% | 3 | .
COc1ccc(-c2cccc(CCOc3cnc4c(ccn4CC(=O)O)c3)c2)c(C)c1 | ? | -2%[88.5 µM] | 1%[87.6 µM] | -12%[138 µM] | -5%[87.6 µM] | -18 | 14%[172 µM]
O=C(CCNS(=O)(=O)c1cccc2nsnc12)Nc1ccc(F)cc1 | . | . | 7% | . | 16% | 8 | .
COc1ccc2c(Sc3ccc(Cl)cc3)c(C(=O)N3CCC(C)CC3)[nH]c2c1 | . | . | -10% | . | -27% | 3 | .
Cc1cccc(CN2CCc3c(cc(C(=O)O)n3C)C2)c1 | -2% | 3% | 5% | -27% | 15% | 13 | -1%
CC(=O)N1CCc2c(sc3c2c(=O)n(-c2ccccc2C)c(=O)n3Cc2cccc(F)c2)C1 | . | . | -27% | . | 10% | 18 | .
COc1ccc(-c2noc(COC(=O)C3=CN(C)S(=O)(=O)N=C3C)n2)cc1 | ? | i | -1% | -24% | -4% | 12 | -13%
Cc1ccc(-n2c(=O)c3cccnc3n2CC(=O)Nc2cccc(C)c2C)cc1 | . | . | -11% | . | -3% | -10 | .
O=C(c1cnccn1)N1CCC(N2C(=O)C(OCC3CC3)C23CCCCC3)CC1 (configuration not stated) | -2% | i | -1% | -10% | 26% | 3 | 0%
CC(=O)N1CCN(C(=O)c2ccc3nc(-c4ccccn4)oc3c2)CC1 | i | i | 12% | -11% | 15% | -1 | .
N#Cc1ccc(CN2CCC(N3Cc4ccccc4C3=O)CC2)cc1 | -29% | -8% | -8% | -14% | 33%[activator] | -6 | .
Cn1nccc1-c1ccc2ncn(Cc3ccccn3)c(=O)c2n1 | 3%[172 µM] | -3%[88.5 µM] | 6%[87.6 µM] | ? | -7%[87.6 µM] | 5 | -4%[172 µM]
Cc1cc(S(=O)(=O)N2CCC(n3cnnc3-c3ccccc3)CC2)ccc1F | -23% | 4% | 3% | -23% | ? | -3 | 17%
CNC(=O)[C@@H]1CN(C(=O)CN2CCOCC2)C[C@H]1COC | -2% | ? | 6% | -2% | -13% | 10 | -2%
COCCCn1c(C)cnc1CC1CCN(S(=O)(=O)c2cccc(F)c2)CC1 | -12% | i | 13% | -11% | 54%[activator] | -1 | 6%
O=C(NCc1ccc2c(c1)OCO2)c1nc(-c2ccccc2)c2ccccn12 | -25% | 2% | 1% | ? | 27% | 33 | -9%
COc1cccc(-c2noc(CCCc3nc(C4CCOC4)no3)n2)c1 (configuration not stated) | -2% | i | -1% | -23% | 14% | -11 | -20%
O=C(CCCCC1CCCCC1)N1CCC(c2cnc[nH]2)CC1 | . | -8% | -28% | . | . | -11 | .

Pulled by structure from the list above, 4 records:
molecule | HEK cytotox | GPT2 inhibitor | HEK293 viab | 3T3 cytotox | SNCA expr inhib | IP6K1 inh | FLuc inh
O=C(NCc1ccc2c(c1)OCO2)c1nc(-c2ccccc2)c2ccccn12 | -25% | 2% | 1% | ? | 27% | 33 | -9%
CCn1c(C)c(C)c2cc(C(=O)N3CCN(c4ccccc4)CC3)ccc21 | . | . | 8% | . | 6% | 3 | .
COc1cccc(-c2noc(CCCc3nc(C4CCOC4)no3)n2)c1 (configuration not stated) | -2% | i | -1% | -23% | 14% | -11 | -20%
COc1ccc2c(Sc3ccc(Cl)cc3)c(C(=O)N3CCC(C)CC3)[nH]c2c1 | . | . | -10% | . | -27% | 3 | .
